# From PubChem
# GLP1R inv ag: qHTS of GLP-1 Receptor Inverse Agonists (Inhibition Mode); Glucagon-like peptide 1 receptor (Homo sapiens), P43220; HEK293 GLP-1R CRE-luciferase, luminescence, 24 h; GLP-1R form is constitutively active; Potency, µM (doses to about 38.3 µM), without a hit: at the highest dose activity change, negative = inhibition, hits mostly inhibitors; actives 1.6% (n = 410,000); note: potency is the fitted concentration of half-maximal effect; % is set by controls: 0 for no effect and ±100 for the full control effect; nearly all actives have a fitted effect of over 55% in size
#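 Stable HEK293 clone (constitutively active GLP-1R + cAMP-response luciferase); 200 cells/uL plated, 12 h pre-culture, compound 24 hr, 37 deg C/5% CO2; detection reagent 12 min RT; luminescence.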
# D3 ag: qHTS of D3 Dopamine Receptor Agonist: qHTS; D(3) dopamine receptor (Homo sapiens), P35462; D3R DiscoveRx beta-arrestin cells, luminescence, 90 min; max activation, %; actives 0.58% (n = 410,000); in the data active = max activation above about 30%; note: 0% is about no effect; mostly tested at two doses, the higher about 12 µM
# Target sequence (P35462 whole entry, looked up): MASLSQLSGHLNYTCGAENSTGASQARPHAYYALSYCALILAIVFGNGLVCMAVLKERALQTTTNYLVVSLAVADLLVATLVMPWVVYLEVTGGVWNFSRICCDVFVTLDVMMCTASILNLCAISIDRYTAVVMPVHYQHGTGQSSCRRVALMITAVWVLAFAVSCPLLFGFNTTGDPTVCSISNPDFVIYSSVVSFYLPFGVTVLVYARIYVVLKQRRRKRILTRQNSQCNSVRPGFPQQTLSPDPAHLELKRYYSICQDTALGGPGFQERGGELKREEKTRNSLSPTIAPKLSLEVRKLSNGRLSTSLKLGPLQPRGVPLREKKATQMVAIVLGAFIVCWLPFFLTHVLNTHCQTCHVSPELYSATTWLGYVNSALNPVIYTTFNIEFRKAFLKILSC
#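 Cells at 1500/well, incubated overnight, then treated with pinned compounds (dopamine as control) for 90 min at 37 degrees C. DiscoveRx reagent added for 30 - 60 minutes at room temperature; luminescence read.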
# aSyn rescue: qHTS of alpha-syn Inhibitors; Yeast expressing alpha-synuclein, growth rescue, BacTiter-Glo, 24 h; Potency, µM (doses to about 46.1 µM), without a hit: top-dose growth rescue (activation), most hits filed as activators; actives 0.14% (n = 370,000); AID 652106, 2013; note: potency is the fitted concentration of half-maximal effect; % of control where 0% means no effect; nearly all actives have a fitted effect of over 65% in size
#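 Readout is rescue of growth in alpha-synuclein-expressing yeast, so inhibitors of toxicity appear as activators. Growth after 24 hr at 30 deg C in galactose medium is quantified by luminescence.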
# GLP1R ag: qHTS of GLP-1 Receptor Agonists; Glucagon-like peptide 1 receptor (Homo sapiens), P43220; HEK293 GLP-1R CRE-luciferase, luminescence, 4-6 h; cells express a hypersensitive GLP-1R form; Potency, µM (series often up to 45.6 µM), without a hit: top-dose activation, hits mostly activators; actives 0.007% (n = 380,000); note: potency is the fitted concentration of half-maximal effect; % of control where 0% means no effect
# KB-V1 cytotox: qHTS assay for MDR1-selective chemotherapeutics: Primary screen using the drug-selected MDR subline cells KB-V1; KB-V1 MDR cells viability, CellTiter-Glo, 72 h; Potency, µM (titrated, usually from 46.1 µM), for the others: top-dose activity change, negative = cytotoxicity, most hits filed as cytotoxic; AID 1347076, 2019; actives 3.4% (n = 400,000); note: potency is the fitted concentration of half-maximal effect; % is set by controls: 0 for no effect and ±100 for the full control effect; nearly all actives have a fitted effect of over 60% in size
#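 Luminescent ATP read-out (CellTiter-Glo, 10 min) measures survival of drug-selected KB-V1 MDR cells after 72 h, 37 degrees C compound exposure. Medium: phenol-red-free DMEM, 10% FBS. Values from fitted concentration-response curves.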
# PTHR1 ag: qHTS for PTHR1 Agonists: Primary Screen; actives 0.075% (n = 410,000); HEK293 GP2 PTHR1 cells, GloSensor cAMP luminescence, 1 h; Potency, µM (top dose mostly 115 µM), for the others: top-dose activation, most hits filed as activators; Parathyroid hormone/parathyroid hormone-related peptide receptor (Homo sapiens), Q03431; AID 743266, 2014; note: potency is the fitted concentration of half-maximal effect; nearly all actives have a fitted effect of over 55% in size; some results filed as inactive show a strong effect at the top dose; inactives centre near -15; many of its hits are not listed in these tables
# Target sequence (Q03431 whole entry, looked up): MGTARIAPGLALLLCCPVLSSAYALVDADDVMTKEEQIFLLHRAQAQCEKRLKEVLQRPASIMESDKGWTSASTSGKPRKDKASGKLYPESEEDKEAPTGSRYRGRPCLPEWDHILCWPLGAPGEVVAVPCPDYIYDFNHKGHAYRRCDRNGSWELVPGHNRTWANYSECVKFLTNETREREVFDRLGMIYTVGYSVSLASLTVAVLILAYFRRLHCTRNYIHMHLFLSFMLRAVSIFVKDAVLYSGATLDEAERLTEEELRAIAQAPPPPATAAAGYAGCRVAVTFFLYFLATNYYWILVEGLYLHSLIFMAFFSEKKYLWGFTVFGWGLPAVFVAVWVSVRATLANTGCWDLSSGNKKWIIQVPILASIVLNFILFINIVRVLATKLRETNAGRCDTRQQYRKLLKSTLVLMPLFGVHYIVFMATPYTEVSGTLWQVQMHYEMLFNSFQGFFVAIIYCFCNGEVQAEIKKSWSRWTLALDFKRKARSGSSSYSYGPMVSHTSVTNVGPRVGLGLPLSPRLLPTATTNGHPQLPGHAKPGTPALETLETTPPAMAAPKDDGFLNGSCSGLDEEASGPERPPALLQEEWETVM
#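 HEK-293-derived GP2 cells expressing PTHR1 and a GloSensor cAMP reporter, 3,000/well, plated overnight, given luciferin plus IBMX (each 0.5 mM as added) for 1 h at 37 °C, then compound for 1 h at 37 °C. Luminescence was read after 15 min at room temperature.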
# TDP43 rescue: qHTS of TDP-43 Inhibitors; TDP-43 expressing yeast growth rescue, BacTiter-Glo, 24 h; Potency, µM (series often up to 46.1 µM), without a hit: at the highest dose growth rescue (activation), usual class: activators; actives 1.8% (n = 410,000); note: potency is the fitted concentration of half-maximal effect; % of control where 0% means no effect; nearly all actives have a fitted effect of over 50% in size
#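 Yeast cells expressing TDP-43 under galactose induction are exposed to compounds for 24 hr at 30 deg C. BacTiter-Glo luminescence measures growth, so protective compounds score as activators.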
# DRD3 antagonist: qHTS of D3 Dopamine Receptor Antagonist: qHTS | AID 652054, 2013 | D(3) dopamine receptor (Homo sapiens), P35462 | actives 2.5% (n = 360,000) | D3R cells, DiscoveRx beta-arrestin luminescence, antagonist mode; hits give low values | max response, negative = inhibition, %; in the data active = max response below about -50%; inconclusive = no clear call, values can overlap the other calls; note: % is set by controls: 0 for no effect and ±100 for the full control effect; mostly tested at two doses, the higher about 12 µM
#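 Cells expressing the human receptor were seeded at 1500 cells/well, incubated overnight at 37 degrees C in 5% CO2, then exposed to library compounds with dopamine controls for 90 minutes at 37 degrees C before luminescent detection.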
# HEK293 tox: qHTS of GLP-1 Receptor Inverse Agonists: Cytotox Screen; HEK293 cAMP-luciferase reporter cells, luminescence, 24 h; Potency, µM (top dose mostly 38.3 µM), for inactives: at the highest dose activity change, negative = inhibition, hits mostly inhibitors; actives 0.13% (n = 410,000); AID 624418, 2012;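 note: loss of luciferase light is scored as toxicity; potency is the fitted concentration of half-maximal effect; % is set by controls: 0 for no effect and ±100 for the full control effect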
#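 Step one: seed cells (200 cells/uL, DMEM with 10% Nu serum, 1% pen-strep). Step two: 12-hour incubation at 37 deg C. Step three: pin 23 nL compound, incubate 24 hr. Step four: add luciferase reagent, read luminescence 12 min later.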
# * = called active by the depositor; i = inactive; ? = inconclusive; · = no result given; [ ] = another dose, or the depositor's remark. Unless noted, calls come from the whole dose curve; as a rule, active = well fitted curve in the direction sought with a large enough effect; inconclusive = small, poorly fitted or top-dose-only effect, or another doubt; inactive = no such curve, though single readings can be large; an effect the other way counts as inactive or inconclusive. These rows are one share of the data; count on the stated rates, not on these rows.
SMILES,GLP1R inv ag,D3 ag,aSyn rescue,GLP1R ag,KB-V1 cytotox,PTHR1 ag,TDP43 rescue,DRD3 antagonist,HEK293 tox
CN(C)c1nc(OCCOC(=O)c2ccccc2)nc(N(C)C)n1,-6%,9,5%,14%,-1%,-6%,19%,34,3%
CCc1ccccc1NC(=O)N(C)CCc1c(C)nn(C)c1C,4%,9,·,-1%,?,-23%,-3%,·,2%
Cc1sc2nc(CN3CCOCC3)nc(N3CCOCC3)c2c1C,-16%,-20,3%,10%,?,-26%[57.5 µM],-11%,0,9%
O=C(NCC1(c2ccccc2)CCOCC1)c1ccc(Br)o1,0%,1,-1%,-1%,2%,i,3%,8,0%
CC(C)C(=O)N(Cc1ccccc1)c1ccccn1,0%,0,-1%,-1%,2%,?,-31%[inhibitor],8,6%
COCCN(C(=O)COC(=O)c1cc2ccccc2cc1OC)c1c(N)n(Cc2ccccc2)c(=O)[nH]c1=O,?,-4,1%,11%,0%,-6%,-2%,2,-6%
Cc1nn(CC(=O)NC2C(=O)N3C(C(=O)O)=C(CSc4nnnn4C)CSC23)cc1Br (stereo not given),23%,1,-1%,8%,?,i,-9%[1.82 µM],-1,13%
Oc1ccc(C[C@H]2CNC(=S)N2CC2CCCN2C[C@H](Cc2ccc(O)cc2)N2C[C@H](Cc3ccccc3)N(CCc3ccccc3)C2=S)cc1 (stereo not given in full),?,-22,-16%,-3%,-17%,-30%[inhibitor],9%,-18,-13%
CC(=O)c1c(C(C)=O)c(C)n(-c2nc(-c3ccccc3)c(C)s2)c1C,-9%,-5,1%,-6%,?,-7%[57.5 µM],6%,19,-6%
CN(C(=O)CN1CCN(c2cc(-c3ccc(-c4ccccc4)cc3)ncn2)CC1)c1ccccc1,?,-1,13%,-4%,-21%,-89%[inhibitor],-3%,-5,-11%
CCN(C(=O)CCc1nnc2ccc(N3CCC4(CC3)OCCO4)nn12)c1ccccc1,16%,6,-4%,6%,-1%,-2%,-24%,-5,-8%
Cc1ccc(NC(=S)NC(=O)c2ccc(Br)o2)c(C)c1,16%,5,2%,17%,17%,-18%,-9%[9.22 µM],0,-8%
O=C(COC(=O)c1ccc2c(c1)C(=O)N(Cc1ccco1)C2=O)NCC(F)(F)F,-9%,-10,-1%,-1%,2%,20%,-11%,-1,-9%
COc1ccc(CCNCC(O)COc2ccc(OC)cc2C(C)(C)C)cc1 (stereo not given),?,-5,-6%,9%,-23%,-2%,-1%,-2,?
CCc1cc2c(C)ccc(C)c2nc1SCC(=O)Nc1c(C)[nH]c(=O)[nH]c1=O,3%,-13,0%,3%,4%,-60%[inhibitor],-21%,0,14%[1.53 µM]
CC1CCCC(C)N1CCCNC(=O)CCn1c(=O)c2cccn2c2cccnc21 (stereo not given),3%,-10,-5%,-3%,?,i,-18%,-13,-10%
CCOC(=O)C(=CNNc1cccc(Cl)c1)C(=O)OCC,5µM*,5,27%,-3%,-16%,-17%,11µM*,13,-3%
CCC(=O)N/C(=N/c1nc(C)cc(C)n1)Nc1cccc(OC)c1,2%,-3,-3%,10%,?,-5%[57.5 µM],-13%,9,-20%
COc1ccc(-c2cc(-c3ccccc3)c(C#N)c(SCC(=O)O)n2)cc1,5%,-7,-3%,2%,0%,-22%,-21%,-6,11%
CCOc1ccc(OCC(=O)OCC(=O)N2CCN(C(=O)c3ccco3)CC2)cc1,-4%,-4,-6%,-9%,-4%,19%,-12%,0,-2%
O=C(NCc1cccnc1)c1cc(-c2ccco2)on1,21%,-7,-9%,-3%,-17%,-9%[57.5 µM],-15%,-26,8%
COC(=O)c1ccc(NC(=O)CCN2CCN(Cc3ccccc3)CC2)cc1,-5%,-11,-8%,2%,?,?,-12%,?,-4%
COc1ccc(S(=O)(=O)Nc2ccc(F)c(Cl)c2)cc1OC,?,0,11%,7%,-13%,-16%[57.5 µM],6%,30,-18%
COc1ccc(/C=N/Nc2nc(C)nc(N)n2)cc1,69%[activator],6,5%,12%,?,?,?,10,0%
CN(CC(=O)N1CCc2[nH]c3ccc(F)cc3c2C1)CC1OCCO1,-8%,-5,-2%,-6%,21%,-4%,6%,-8,0%

# Copied from the list.
# `CC(=O)c1c(C(C)=O)c(C)n(-c2nc(-c3ccccc3)c(C)s2)c1C` in GLP1R ag shows -6%
# `CN(CC(=O)N1CCc2[nH]c3ccc(F)cc3c2C1)CC1OCCO1` in KB-V1 cytotox shows 21%

# Next records.
SMILES,GLP1R inv ag,D3 ag,aSyn rescue,GLP1R ag,KB-V1 cytotox,PTHR1 ag,TDP43 rescue,DRD3 antagonist,HEK293 tox
c1cc(CN2CCN(C3CCCCCC3)CC2)ccn1,-2%,-8,-3%,-6%,-14%,i,7%,-1,-29%
O=C(CN(C(=O)CNC(=O)c1ccco1)c1ccc2c(c1)OCO2)NC1CCCCC1,12%,-6,-3%,0%,2%,-24%[57.5 µM],-11%,2,-9%
Cc1nn(C2CCS(=O)(=O)C2)c(C)c1CN(C)C(=O)c1ccc(S(=O)(=O)N(C)C)cc1 (stereo not given),5%,2,-2%,6%,4%,-8%,0%,11,-1%
COc1cccc(N=Nc2c(N)[nH]n3c(=O)c4c(nc23)CCCC4)c1,10%,0,0%,2%,?,-6%,12%,-5,-27%
CCCN(Cc1cc2cc(OC)ccc2[nH]c1=O)C(=O)c1ccco1,35%[activator],-1,1%,19%,-9%,2%,-1%,-17,-2%
O=C(C1CCCCC1)N1CCC(n2nnc3ccccc32)CC1,-17%,-2,-1%,-5%,-12%,i,?,?,-2%
O=C(NCc1ccc(Cl)cc1Cl)c1cccc(N2CCCS2(=O)=O)c1,?,-5,·,1%,20%,-26%,21%,·,-8%
COc1ccccc1C(=O)NC(=O)COC(=O)c1ccc(Br)o1,18%,2,5%,-22%,20%,-3%,12%,7,-5%
CC(=O)c1sc2c(c1C)c(=O)n(-c1ccc(Cl)cc1)c(=O)n2Cc1cc(=O)n2cc(Cl)ccc2n1,2%,11,·,·,-6%,-23%,0%,·,1%
O=C(CCC(=O)Nc1ccccc1)NNC(=O)c1ccccc1Cl,4%,1,3%,-5%,9%,-22%,4%,-1,-34%
CCN(C(=O)Cn1ncc2c(=O)oc3ccc(C)cc3c21)c1cc(OC)ccc1OC,-4%,8,·,·,13%,-63%[inhibitor],16%,·,-4%
CCC(C)C(=O)Nc1ccc(OC)cc1OC (stereo not given),4%,1,-3%,3%,0%,i,-12%,8,2%
Cc1cc2oc(C(=O)Nc3cccnc3)c(C)c2cc1C,-3%,0,-3%,1%,8%,-10%,?,7,12%
COC(=O)c1cccc(N2C(=O)C[C@](Sc3ccc(C)cc3)(C(=O)OC)[C@H]2c2ccccc2)c1,?,23,8%,-2%,?,i,22%,135,-14%
Cc1ccc(NC(=O)CN2C(=O)C(C)Oc3ccccc32)nc1 (stereo not given),0%,0,-9%,-10%,15µM*,-18%[57.5 µM],-8%,27,5%
Cc1ccc(-n2nnnc2-c2cnc3cc4c(cc3c2C)OCO4)cc1,5%,0,5%,1%,23µM*,i,?,18,6%
COc1cc(OC)c(NC(=O)CCNC(=O)Cn2ccc3ccccc3c2=O)cc1Cl,-5%,2,0%,0%,0%,-15%,11%,10,4%
CN1CCN(CCCNC(=O)c2ccc(/C=C3\Sc4ccccc4N(Cc4ccc(F)cc4)C3=O)cc2)CC1,10µM*,-21,-4%,-5%,-18%,0%,12%,-16,4%
COc1ccc(/C(C)=N/N2C(=O)c3ccccc3NC2c2ccc(O)c(OC)c2)cc1 (stereo not given),3%,3,-12%,-2%,-23%,-71%[inhibitor],-1%,22,1%
S=C(NC1CCCCC1)N1CCn2cccc2C1c1ccncc1 (stereo not given),2%,-6,7%,6%,-11%,-11%,4%,-6,15%
CCn1nc(C(=O)OCC(=O)c2ccc3c(c2)OCCO3)c2ccccc2c1=O,-2%,-1,-5%,-8%,6%,-4%[57.5 µM],-3%,51,-14%
COc1ccc(C(=O)NCc2ccccc2CN2CCCC2)cc1S(=O)(=O)N1CCOCC1,3%,-5,2%,-3%,0%,-24%,-18%,2,8%
CCN1CCN(c2cc(C)c3cc(NC(=O)c4cnccn4)ccc3n2)CC1,18%,-5,4%,18%,0%,6%,18%,-26,7%
Cc1ccc(CNC(=O)Cn2c(=O)n(-c3ccccc3)c(=O)c3sccc32)cc1,-15%,6,-6%,1%,-1%,-9%,-6%,0,4%
COc1ccccc1NC1=CC(=O)CC(c2ccccc2)C1 (stereo not given),1%,4,3%,0%,-22%,i,10%,10,-1%[1.53 µM]
C=CCn1c(SCC(=O)Nc2ccc(-c3nc4ccc(C)cc4s3)cc2)nnc1-c1ccccc1,?,10,-10%,-25%,?,-39%[inhibitor],23%,136,0%
COc1ccc2[nH]c(C(=O)NCCCn3ccnc3)cc2c1,14%,4,1%,0%,0%,i,3%,9,-1%
CC1CCN(S(=O)(=O)c2ccc(C(=O)N3CCN(c4ccccc4F)CC3)cc2)CC1,?,-6,-1%,4%,?,-34%[inhibitor],-24%[0.397 µM],0,-2%
O=c1cc(CSc2ccc(Cl)cc2)nc(N2CCOCC2)[nH]1,0%,-6,-11%,-7%,?,-22%[57.5 µM],4%,5,5%
Cc1ccc(NC(=O)COC(=O)c2cccnc2)cc1,2%,-19,-8%,3%,-27%,-17%,·,0,-7%
